# Compound activity (PubChem BioAssay)
# NCI-60 one-dose screen, 48 h, at 10 µM unless noted. Numbers give growth in % (100 = growth as untreated, 0 = no growth, -100 = all killed).
# MCF7: MCF7 breast cancer | 82,000 tested, 6.3% active
# LOX IMVI: LOX IMVI melanoma. 79,000 tested, 7.4% active
# MALME-3M: MALME-3M melanoma; 78,000 tested, 5.8% active; AID 1794766
# UACC-62: UACC-62 melanoma; 81,000 tested, 5.4% active; AID 1794756
# T-47D: T-47D breast cancer; 79,000 tested, 5% active
# BT-549: BT-549 breast cancer; 78,000 tested, 4.4% active
# UACC-257: UACC-257 melanoma | 78,000 tested, 4.4% active
# HS 578T: HS 578T breast cancer | AID 1794788 | 78,000 tested, 4.1% active
# Active calls of the source: *; x = not tested or not shown. Rule for the calls: active = growth percent below 10; inactive = the rest.
structure	MCF7	LOX IMVI	MALME-3M	UACC-62	T-47D	BT-549	UACC-257	HS 578T
CCCCCC1C(C)=CC(C)=C(C)C1(C)CN(C)C (stereo unspecified)	104	97	126	102	89	158	126	160
Clc1ccc(/C=N/c2ccccn2)cc1	94	104	98	109	106	103	95	100
CCOCc1nc(N)nc(N)c1-c1ccc(Cl)c(Cl)c1	x	86	108	96	107	108	87	115
COC(=O)/C=C1\S/C(=N\Nc2ccc([N+](=O)[O-])cc2[N+](=O)[O-])N(c2ccccc2)C1=O	92	103	105	95	84	125	98	103
CCCCn1c(=O)c(/C=C/C(=O)/C=C(/C=C/c2cc3cc(OC)ccc3n(CCCC)c2=O)OB(F)F)cc2cc(OC)ccc21	101	102	111	88	92	88	98	91
O=c1c2c3c(sc2n2c(CN4CCN(c5ccc(Cl)cc5)CC4)nnc2n1Cc1ccccc1)CCCC3	92	94	87	99	57	83	72	103
NS(=O)(=O)c1ccc(-n2ncc3c(NCc4ccccc4)ncnc32)cc1	101	77	84	84	82	109	89	97
Cc1c(Cl)cccc1N1C(=O)CC(Sc2ccccc2N)C1=O (stereo unspecified)	66	87	92	78	102	90	74	90
CC(=O)O[C@@H]1C(C)O[C@H](O[C@H]2C(O)[C@@H](O)C(CO[C@@H]3OC(C)[C@@H](O)C(O)[C@@H]3O)O[C@H]2Oc2c(-c3ccc(O)cc3)oc3cc(O)cc(O)c3c2=O)[C@@H](O[C@@H]2OC(CO)[C@@H](O)C(O)[C@@H]2O)C1O (stereo partly specified)	92	x	117	103	106	102	101	116
COC(=O)c1cn2c(ccc3c4ccccc4ccc32)c1C(=O)OC	90	102	94	92	110	123	115	109
CCN(CC)CCNc1cc(OC)c(N)c2cccnc12	41	x	108	94	79	92	104	x
COc1ccc(-c2n[nH]c(CN3N=C(C)CC3=O)n2)cc1	104	102	102	105	107	103	107	x
Cc1nc(Cl)c(C)c(=O)[nH]1	98	104	115	105	107	112	87	103
COc1ccc(/C=C2\Oc3cc(OCCCCCN4CCCCC4)ccc3C2=O)cc1OC	71	63	84	96	72	69	87	94
CCn1c2ccc(/C=N/NS(=O)(=O)CCN(C)C)cc2c2cc(/C=N/NS(=O)(=O)CCN(C)C)ccc21	89	99	85	99	102	99	103	91

structure	MCF7	LOX IMVI	MALME-3M	UACC-62	T-47D	BT-549	UACC-257	HS 578T
CC(=O)Nc1c(Nc2ccccc2)[nH]c(C)nc1=S	100	95	99	107	95	112	105	101
COC(=O)C1=C(C)NC(=O)NC1c1ccc2c(c1)OCO2 (stereo unspecified)	108	99	93	97	92	102	97	100
COc1cc(C2CC(c3ccc(Cl)c(Cl)c3)=NN2c2ccccc2)cc(OC)c1OC (stereo unspecified)	65	x	70	79	66	88	74	98
NS(=O)(=O)c1ccc(N=C2NC(=O)/C(=C/c3ccco3)S2)cc1	77	101	101	99	97	120	104	104
CC(C)[P+](c1ccccc1)(c1ccccc1)c1ccccc1	32	55	44	51	27	59	12	91
S=C(Nc1ccc(Cl)cc1)c1ccccn1	81	88	85	83	79	95	91	96
OC(c1cc(-c2ccc(C(F)(F)F)cc2)nc(-c2ccc(C(F)(F)F)cc2)c1)C1CCCCN1 (stereo unspecified)	-81*	-66*	-65*	-84*	-68*	-79*	-76*	-56*
CCN(CC)C(=O)c1ccccn1	98	102	103	103	95	118	95	107
NS(=O)(=O)c1ccc(C(=O)N2N=C(c3ccccc3)CC2c2ccc(Cl)cc2)cc1 (stereo unspecified)	84	101	98	86	86	108	103	96
CC(C)(Br)CS(=O)(=O)c1ccccc1	100	91	94	81	94	110	103	100
CCCCCSc1ccc2nc(NC(=O)OCC)sc2c1	14	38	42	29	30	37	67	14
Cc1csc(N/N=C/c2cn(-c3ccccc3)nc2-c2cc3ccccc3oc2=O)n1	88	97	103	79	102	122	105	102
COC(=O)CC[C@@H]1O[C@@H](c2ccc(F)cc2)C[C@H]1O	87	92	99	97	90	93	97	110
COc1ccc(/C=C/C(=O)c2ccc(NC(=O)CSc3nnc(-c4cc(-c5ccc(OC)cc5)nc5ccccc45)n3-c3ccccc3)cc2)cc1	89	99	96	85	92	95	95	89
CCCCCCCCCCCCCCCC(=O)N(CCC#N)c1ccc(N(CCC#N)C(=O)CCCCCCCCCCCCCCC)cc1	96	106	92	111	101	116	104	101

structure	MCF7	LOX IMVI	MALME-3M	UACC-62	T-47D	BT-549	UACC-257	HS 578T
COc1ccc2c(c1)oc1c(C)c3c(c(C)c12)C(=O)N(CCCCCC#N)C3=O	105	92	85	84	96	88	108	92
Nc1ccccc1-c1nn2c(CCC(=O)c3nc4ccccc4[nH]3)nnc2s1	62	84	91	92	69	86	79	x
NC(=O)N/N=C\c1c[nH]c2ccccc12	92	92	98	102	90	112	108	106
NC(N)=NC=O	91	98	93	102	104	111	102	106
CC[C@H](Nc1nc(N)nc(C(F)(F)F)c1C#N)c1nc2cccc(NCc3ccc(C(=O)NO)cc3)c2c(=O)n1-c1ccccc1	96	97	88	96	90	81	86	77
O=C1C(/C=N\C(=S)NCc2ccccc2)=C(O)c2ccccc21	72	66	x	55	79	99	105	94
COc1ccc(/C=C2\COc3ccc(O)cc3C2=O)cc1OC	27	12	93	77	73	76	80	80
CS(=O)(=O)Nc1ccc(Nc2c3ccccc3nc3cc(Cl)ccc23)cc1	19	20	28	37	27	52	48	82
Cc1n[nH]c(=O)n(/N=C\c2c[nH]c3ccccc23)c1=O	91	99	97	107	102	117	104	108
COCC(COC)c1nc2sc3cc(Cl)c(Cl)cc3n2c(=N)c1C#N	64	101	99	91	87	104	108	99
N#Cc1cn(-c2ncc(C(N)=O)c(N)n2)nc1N=N	100	96	104	96	99	113	112	104
COc1ccc(C2=NN(C(=O)COc3ccc(Cl)cc3)C(O)(c3cc(F)c(Cl)cc3Cl)C2)cc1OC (stereo unspecified)	7.8*	-36*	6.2*	52	-51*	-76*	107	22
CCOC(=O)Oc1c(Cl)c(Cl)c(Cl)c(Cl)c1Cl	92	98	92	102	93	95	98	104
CCCNC(=O)Oc1ccc(/C(=C(/C)Cc2ccc(OC)cc2)c2ccc(OCCN(CC)CC)cc2)cc1	39	82	88	97	63	108	97	79
N[C@H]1CN(C(=O)c2cc3cc(Cl)c(F)c(F)c3[nH]2)C[C@@H]1O	110	99	99	96	105	107	110	97

# 3 entries from above, with each value named.
> CS(=O)(=O)Nc1ccc(Nc2c3ccccc3nc3cc(Cl)ccc23)cc1
  MCF7: 19	LOX IMVI: 20	MALME-3M: 28	UACC-62: 37	T-47D: 27	BT-549: 52	UACC-257: 48	HS 578T: 82

> N[C@H]1CN(C(=O)c2cc3cc(Cl)c(F)c(F)c3[nH]2)C[C@@H]1O
  MCF7: 110	LOX IMVI: 99	MALME-3M: 99	UACC-62: 96	T-47D: 105	BT-549: 107	UACC-257: 110	HS 578T: 97

> CC[C@H](Nc1nc(N)nc(C(F)(F)F)c1C#N)c1nc2cccc(NCc3ccc(C(=O)NO)cc3)c2c(=O)n1-c1ccccc1
  MCF7: 96	LOX IMVI: 97	MALME-3M: 88	UACC-62: 96	T-47D: 90	BT-549: 81	UACC-257: 86	HS 578T: 77

# The listing continues:
structure	MCF7	LOX IMVI	MALME-3M	UACC-62	T-47D	BT-549	UACC-257	HS 578T
O=C1c2ccccc2CCC12OC2c1ccc([N+](=O)[O-])cc1 (stereo unspecified)	88	103	99	86	135	102	94	103
Cc1cn(-c2cccc(NC(=O)c3ccc(C)c(Nc4nccc(-c5cccnc5)n4)c3)c2)cn1	-25*	-65*	42	4.0*	46	-39*	29	-8.8*
COc1ccc(N2N=C(c3ccc4c(c3)OCCO4)CC2c2cccc(NC(=O)CCCNS(=O)(=O)c3ccc(OC)cc3)c2)cc1 (stereo unspecified)	80	102	95	71	84	98	96	90
COc1ccc(-c2nc3sccn3c2/C=C/C(=O)c2cc(F)cc(F)c2)cc1	20	50	102	54	40	127	101	75
Cc1cn(C)cn1	95	95	96	105	104	101	90	138
COc1ccc(CSc2nc3ccc(Cl)cc3c(=O)n2-c2ccccc2)cc1	98	101	101	102	96	97	112	104
CCCCCCC#Cc1ccc(S(=O)(=O)Nc2cccc(-c3csc(NC(C)=O)n3)c2)cc1	59	89	100	76	54	102	92	94
C=C1CCC2C3(C)COC(c4cc(F)cc(F)c4)OC3CCC2(C)C1C/C=C1/C(=O)OCC1O (stereo unspecified)	-46*	x	-79*	-15*	-50*	-81*	-85*	-24*
CCOC(=O)c1cnn2c3ccccc3n(S(=O)(=O)c3ccc(OC)cc3)c12	18	19	61	26	72	18	80	37
Nc1cccc2c1-c1ccccc1C2=O	103	98	98	96	86	108	92	108
COc1ccc2c(c1)N=c1c-2cc2c(O)[nH]c(=S)n2c1=O	35	33	55	34	46	32	53	21
N#C/C(=C/C=C/c1cccc(Cl)c1)S(=O)c1ccccc1 (stereo unspecified)	-52*	-85*	-41*	-74*	-47*	-69*	-47*	12
CC(C)Cc1ccc(C(C)C(=O)NCc2ccccc2)cc1 (stereo unspecified)	90	88	96	66	23	86	84	84
Cc1ccc(/C=C2/SC(=S)N(CC(=O)Nc3ncc(Cc4ccc(C)cc4)s3)C2=O)cc1	93	99	96	93	79	117	98	87
CCOC(=O)c1c2ccncc2n2c(=O)n(-c3cccc(OC)c3)nnc12	86	111	101	99	87	57	93	101

structure	MCF7	LOX IMVI	MALME-3M	UACC-62	T-47D	BT-549	UACC-257	HS 578T
O=C(/C=C/c1c(-c2ccc(F)cc2)nc2sccn12)c1cccs1	38	74	113	82	70	121	120	102
O=C(/C=C(O)/C=C/c1csc2ccccc12)/C=C/c1csc2ccccc12	64	95	98	92	89	119	104	95
O=C(/C=C/c1ccc(Cl)cc1)N1CCN(C(=O)/C=C/c2ccc(C(F)(F)F)cc2)CC1	101	115	99	98	113	121	109	137
Cn1cc2c(c1)-c1ncncc1CC2	100	97	131	99	92	106	116	110
Nc1c(-c2nc3ccccc3[nH]2)nnn1-c1cccc(C(F)(F)F)c1	91	93	90	101	84	105	89	159
Cc1ccc2c(c1)[nH]c(=S)n2/C=C(\c1ccccc1)S(=O)Cc1ccccc1 (stereo unspecified)	94	99	x	93	85	100	101	95
O=S(=O)(O)c1cccc2cnccc12	96	93	121	93	96	106	100	101
CCCCn1c(O)c(N=NC2=NC3C(N2)N(CC)C(=O)N3CC)c2ccccc21 (stereo unspecified)	99	x	105	99	100	110	105	98
Cc1cccc2c1S/C(=C/c1ccc(F)cc1)C2=O	25	90	93	82	87	111	96	96
Cc1cc2n(n1)-c1ccc(C#N)cc1Oc1ccccc1-2	87	89	104	82	87	99	108	96
COC(=O)c1nnn(-c2ccc(Cl)cc2Cl)c1N	63	87	82	69	x	82	87	78
O=C(Cc1ccccc1)Nc1nnc(OC2CCN(c3nnc(NC(=O)Cc4ccccc4)s3)CC2)s1	63	55	68	64	64	53	x	28
C=Cc1c(Cl)cccc1Cl	107	102	x	109	102	93	107	96
Cc1ccc(/C=C2\CN(C(=O)OC(C)(C)C)C/C(=C\c3ccc(C)cc3C)C2=O)c(C)c1	23	78	105	67	62	100	88	99
NS(=O)(=O)c1ccc(CN=C2NC(=O)S/C2=C\c2ccc(Br)cc2)cc1	94	100	94	93	99	103	102	98

structure	MCF7	LOX IMVI	MALME-3M	UACC-62	T-47D	BT-549	UACC-257	HS 578T
Cn1c(=O)c2c(n(C)c1=O)n(C)c(=O)n2C	102	x	121	105	102	126	99	89
CCOC(=O)c1ccc2c(c1)nc(-c1ccc(OC)cc1)n2C1CCCCC1	93	96	116	81	73	121	87	107
Clc1cccc(N/N=C/c2c[nH]c3ccc(Br)cc23)n1	x	-61*	39	1.6*	22	-6.5*	58	33
CCOc1cccc(Nc2nc(N)nc3[nH]c4ccc(O)cc4c23)c1	43	37	97	74	19	69	89	58
COc1ccc(/C=C/C=C\C(=O)c2ccc(N3CCCC3)cc2)cc1	75	93	65	77	52	100	92	95
O=C(O)CCCCCCCCCCNC(=O)Nc1cccc(C(F)(F)F)c1	87	109	90	93	96	99	105	123
CCCCOc1nc2cc(Cl)ccc2cc1/C=C/c1cc(/C=C/c2cc3ccc(Cl)cc3nc2OCCCC)[nH]n1	91	98	90	95	94	95	104	93
Cc1ccc(-c2cc(C(=O)N3N=C(c4ccc(N)cc4)CC3c3ccc(Cl)cc3)c3ccccc3n2)cc1 (stereo unspecified)	18	37	67	39	36	31	44	6.6*
O=c1[nH]c(=O)c2[nH]c(-c3cc4ccccc4[nH]c3=O)nc2[nH]1	88	96	120	90	93	119	100	102
O=C1/C(=C/c2c[nH]c(=O)[nH]c2=O)Oc2cc(O)ccc21	103	102	106	97	105	109	96	107
COc1ccc(NC(=O)c2ccc(NC3=C(c4ccc(OC)cc4)C(=O)NC3=O)cc2)cc1	103	89	95	98	66	113	91	121
CC(C)C(/C=N/N=C(N)N)=N\N=C(N)N	98	93	93	106	90	100	107	x
CN(C)c1ccc(CC(C#N)c2cc3ccccc3[nH]2)cc1 (stereo unspecified)	91	90	94	88	x	91	101	92
CCCCNc1ccc2c3c(cccc13)C(=O)N(NCC(O)COc1ccc3c(C)cc(=O)oc3c1)C2=O (stereo unspecified)	65	81	110	69	81	96	106	81
CCc1cnc2ccccc2c1/C=C/c1ccc(N(C)C)cc1	20	44	51	25	31	50	56	63

# Only UACC-257, MALME-3M and MCF7, for some of the entries so far:
SMILES	UACC-257	MALME-3M	MCF7
Cc1cccc2c1S/C(=C/c1ccc(F)cc1)C2=O	96	93	25
Cc1cc2n(n1)-c1ccc(C#N)cc1Oc1ccccc1-2	108	104	87
COC(=O)c1nnn(-c2ccc(Cl)cc2Cl)c1N	87	82	63
O=C(Cc1ccccc1)Nc1nnc(OC2CCN(c3nnc(NC(=O)Cc4ccccc4)s3)CC2)s1	x	68	63
